Screens as filed in PubChem BioAssay.
Ba/F3 V617F tox – loss of viability in JAK2V617F-driven Ba/F3 cells | AID 1446 | 1.1% of 220,000 active | Ba/F3 EpoR-JAK2V617F viability, ATP luminescence | inhibition, % at 5.6 µM;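 active = inhibition above the campaign mean plus 3 SD over all tested compounds, cut at about 24% in these data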;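 note: cytokine-independent growth of Ba/F3 cells driven by EpoR plus mutant JAK2; 0% = DMSO-treated cells and 100% = JAK inhibitor I control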
PERK inhibitor – blocks human PERK kinase | CHO PERK-DD fusion, SEAP luminescence translation reporter | inhibition, % at 5.6 µM | 0.17% of 220,000 active | AID 1416;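 active = inhibition above the mean inhibition of all tested compounds plus 3 SD, set separately per screening campaign, cut at about 2.9% in these data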;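 note: PERK kinase domain activated by AP20187 dimerizer at 100 nM; 0% = DMSO with dimerizer and 100% = rapamycin at 8.4 µM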
Target sequence (Q9NZJ5 whole entry, looked up, the tested form may be a part): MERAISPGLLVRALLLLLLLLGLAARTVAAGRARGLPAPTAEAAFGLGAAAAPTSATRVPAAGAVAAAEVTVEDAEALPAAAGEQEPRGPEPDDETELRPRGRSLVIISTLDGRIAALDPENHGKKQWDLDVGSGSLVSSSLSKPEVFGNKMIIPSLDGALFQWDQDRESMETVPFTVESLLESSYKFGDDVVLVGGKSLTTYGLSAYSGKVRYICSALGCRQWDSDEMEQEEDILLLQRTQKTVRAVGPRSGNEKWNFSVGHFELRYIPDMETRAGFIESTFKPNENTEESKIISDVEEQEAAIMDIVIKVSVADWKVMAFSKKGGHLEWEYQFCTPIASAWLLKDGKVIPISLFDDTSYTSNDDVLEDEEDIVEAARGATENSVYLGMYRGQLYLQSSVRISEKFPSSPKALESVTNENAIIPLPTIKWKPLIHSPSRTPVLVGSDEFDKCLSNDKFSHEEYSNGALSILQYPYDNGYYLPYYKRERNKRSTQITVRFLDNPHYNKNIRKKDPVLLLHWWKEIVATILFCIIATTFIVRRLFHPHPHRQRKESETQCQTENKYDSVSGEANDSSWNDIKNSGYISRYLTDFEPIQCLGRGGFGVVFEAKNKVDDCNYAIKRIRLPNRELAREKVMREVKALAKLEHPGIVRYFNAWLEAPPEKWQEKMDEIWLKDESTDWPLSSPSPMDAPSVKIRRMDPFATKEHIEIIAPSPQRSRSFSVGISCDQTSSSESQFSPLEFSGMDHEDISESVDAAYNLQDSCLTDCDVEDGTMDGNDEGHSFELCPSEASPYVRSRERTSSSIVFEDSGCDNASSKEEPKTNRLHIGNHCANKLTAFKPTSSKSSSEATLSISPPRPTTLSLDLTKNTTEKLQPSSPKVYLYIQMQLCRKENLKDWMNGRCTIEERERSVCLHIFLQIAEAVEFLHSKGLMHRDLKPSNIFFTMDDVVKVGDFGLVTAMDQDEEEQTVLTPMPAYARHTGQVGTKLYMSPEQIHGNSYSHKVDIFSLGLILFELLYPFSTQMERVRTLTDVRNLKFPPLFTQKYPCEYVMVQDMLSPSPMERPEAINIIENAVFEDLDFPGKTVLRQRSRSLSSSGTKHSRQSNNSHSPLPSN
TRPN1 ag – agonists of zebrafish TRPN1 channel | HEK293 zebrafish TRPN1-YFP, Fluo-8 calcium fluorescence; 100% = response to 87 µM carbachol | activation, % at 3 µM | 0.18% of 220,000 active | AID 1424;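 active = activation above its plate's cutoff, the mean activation of test wells on that plate plus 3 SD, cut at about 19% in these data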;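 note: 0% = DMSO alone and 100% = 87 µM carbachol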
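Material – zebrafish TRPN1-YFP in HEK293 cells · Doses – 3 µM single point · Schedule – dye 1 h 37 °C plus 30 min RT · Signal – Fluo-8 calcium fluorescence, excitation 470-495 nm, emission 515-575 nm · Read-out – % activation versus carbachol response · Control set – carbachol high, DMSO low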
TRPML3 ag – human mucolipin-3 channel agonism; 0.29% of 220,000 active; Q8TDD5; HEK293 TRPML3-YFP, Fluo-8 calcium fluorescence; 100% = the carbachol control signal; activation, % at 3 µM; AID 1448;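 active = activation above its plate's cutoff, the mean activation of the plate's test wells plus 3 SD, cut at about 12% in these data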;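 note: 0% = DMSO only wells and 100% = carbachol wells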
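Material: HEK293 cells stably carrying human TRPML3-YFP; compound dosing: single dose, 3 µM final nominal compound, 0.3% DMSO final; incubation: 1-h 37 °C dye load, 5-s basal, 120-s post-compound reads; technique: Fluo-8 intracellular calcium fluorescence, excitation 470-495 nm, emission 515-575 nm; read-out basis: percent activation from peak-to-basal fluorescence ratio, scaled between DMSO and carbachol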
BaF3 tox – reduces parental Ba/F3 cell viability, JAK2V617F counter-screen | CellTiter-Glo ATP luminescence | inhibition, % at 5.6 µM | 1.1% of 220,000 active;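 active = inhibition above a per-campaign cutoff, the mean inhibition of all tested compounds plus 3 SD, cut at about 27% in these data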;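 note: 0% = DMSO wells and 100% = JAK Inhibitor I control wells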
EP2 mod – modulators of human EP2 prostaglandin E2 receptor; AID 940; EP2-expressing cells, cAMP HTRF FRET, PGE2 co-stimulation; induction, % at 25 µM; 0.83% of 260,000 active; P43116;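 active = compounds whose cAMP rise, as percent of the full-agonist control response, exceeds 60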;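 note: rat C6 glioma line stably carrying human EP2 under a CMV promoter; the protocol text gives 20 µM as final concentration; 100% = response of wells given 1 µM PGE2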
S1P4 antagonist – blocks the human S1P4 receptor; O95977; S1P4-expressing cells, antagonist mode, reporter read-out; inhibition, % at 4.98 µM; 0.26% of 220,000 active; AID 1510; in the data active = inhibition above about 29%;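 note: 0% = wells stimulated with agonist and 100% = vehicle wells without agonist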
Calpain2 inh – blocks pig calpain II enzyme activity. purified calpain II, fluorogenic peptide substrate, 30 min. inhibition, % at 16 µM. 0.37% of 220,000 active. AID 1236;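 active = inhibition above about 50%, limit read from the data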
S1P4 ag – agonists of human S1P4 receptor | S1P4-expressing cell line, agonist reporter assay | 0.35% of 220,000 active | O95977 | activation, % at 4.98 µM | AID 1509; in the data active = activation above about 11%;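 note: 0% = DMSO vehicle and 100% = reference agonist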
* marks the source's active call; other numbers are inactive results; & = joins results of further samples; ! = not active in a repeat.

smiles	Calpain2 inh	TRPML3 ag	EP2 mod	TRPN1 ag	Ba/F3 V617F tox	BaF3 tox	S1P4 antagonist	PERK inhibitor	S1P4 ag
Cc1c(-c2ncn[nH]2)sc(C#N)c1-c1ccccc1	-13	0.4	-60	-0.9	-3	4	15	0.9	-0.2
CCCCC(=NCCc1c(C)[nH]c2ccccc12)C1=C(O)CC(c2ccccc2)CC1=O (centres undefined)	-17	0.2	-18	1.2	0	5	0	-0.4	0.8
COc1cc(/C=C2/SC(=S)N(CC(=O)Nc3nc4ccccc4s3)C2=O)cc(OC)c1OC	-97	0.4	-18	0.2	-2	4	-34	1.4	2.7
COCCNc1nc(-c2ccc(OC)cc2)c(-c2ccc(OC)cc2)s1	1	-0.3	23	-2.4	0	1	-16	-0.4	1.3
COc1ccccc1C1(O)CCN(CC(=O)Nc2c(C)nn(C)c2C)CC1	27	0.0	3	2.1	-4	1	-19	0.3	-1.9
Cc1ccc(NC(=O)N(Cc2nc3ccccc3c(=O)[nH]2)Cc2cccs2)cc1	-1	0.0	14	-1.8	-2	3	-8	-1.2	4.7
O=[N+]([O-])c1ccc(NCc2ccc3c(c2)OCO3)cc1	5	-0.5	-13	-2.2	-1	3	7	1.7	-0.5
O=C(CC(c1ccccc1)c1cc(Cl)ccc1O)N1CCOCC1 (centres undefined)	17	-1.1	7	-0.5	0	2	-9	-0.4	0.6
Cc1cc(NC(=O)COc2ccc(N(C)S(=O)(=O)c3ccccc3)cc2)no1	-5	4.8	-25	1.1	1	4	-8	0.3	1.4
CN1CCN(CCCN(Cc2cccs2)C(=S)Nc2ccc(Cl)cc2)CC1	20	0.9	-19	0.0	34*	23	7	-0.2	0.0
CC(C)CCN(C)C1CCN(S(=O)(=O)c2ccc(F)cc2)CC1	-6	0.3	8	0.2	1	3	3	-0.6	-0.7
COC(=O)c1ccc2c(=O)[nH]c(CSc3nc(C)cs3)nc2c1	-31	-0.6	4	-0.1	-4	-1	0	0.5	2.2
COc1ccc(OC)c(C2CC(=O)c3c([nH]c(C(=O)OC(C)C)c3C)C2)c1 (centres undefined)	-27	0.2	-17	0.9	68*	11	-2	-0.2	-0.8
COc1ccc(Nc2nc(N)nc(CN3CCN(c4ccc(F)cc4)CC3)n2)cc1	-7	2.5	-9	1.5	3	10	7	-0.9	0.2
COc1ccc([N+](=O)[O-])cc1NC(=O)c1ccc(C)o1	-1	0.4	17	-0.1	-1	3	-17	0.5	-1.9

3 of the entries above in order of the TRPML3 ag value, rising.
SMILES | Calpain2 inh | TRPML3 ag | EP2 mod | S1P4 antagonist | PERK inhibitor | S1P4 ag
COC(=O)c1ccc2c(=O)[nH]c(CSc3nc(C)cs3)nc2c1 | -31 | -0.6 | 4 | 0 | 0.5 | 2.2
Cc1ccc(NC(=O)N(Cc2nc3ccccc3c(=O)[nH]2)Cc2cccs2)cc1 | -1 | 0.0 | 14 | -8 | -1.2 | 4.7
Cc1c(-c2ncn[nH]2)sc(C#N)c1-c1ccccc1 | -13 | 0.4 | -60 | 15 | 0.9 | -0.2

(listing goes on)
smiles	Calpain2 inh	TRPML3 ag	EP2 mod	TRPN1 ag	Ba/F3 V617F tox	BaF3 tox	S1P4 antagonist	PERK inhibitor	S1P4 ag
COCCn1c(C)cc(C(=O)CSc2cc(C)c3ccc(OC)cc3n2)c1C	3	-0.5	1	-2.0	-2	5	-9	-0.4	-0.9
CCNC(=O)NC(=O)C(C)OC(=O)CCCc1nc2ccccc2s1 (centres undefined)	-9	0.3	9	-0.2	-2	3	-7	1.5	-0.6
CCc1cc(C(=O)N2CCOCC2)c(NC2=NS(=O)(=O)c3ccccc32)s1	-4	0.9	15&6	0.8	-1	8	-8	0.9	1.3
COC(=O)/C(C(C)=O)=C(/C=C/C=C/N(C)C)N(C)C	-20	1.4	1	0.8	2	5	11	1.1	-1.0
CC(C)n1c(C(F)(F)F)nc2cc(C(=O)N3CCC(O)CC3)ccc21	-12	0.1	24	2.0	-4	5	-5	2.0	1.1
COc1oc(-c2ccccc2C)nc1C(F)(F)F	2	0.0	33	1.1	1	6	1	0.7	-1.3
Clc1ccc(CSc2nnc(/C=C/c3ccccc3)o2)cc1	36	0.7	1	0.9	-1	1	-13	1.5	-0.6
COc1ccccc1COC(=O)N/C=C/c1ccco1	-30	0.7	-26	0.8	-1	1	-14	0.6	1.4
CCOc1cc(/C=C2\C(=O)N(CCC#N)N=C2C)ccc1OCC(N)=O	-13	1.3	-12	-0.1	2	8	-9	0.0	-2.9
CC(C)(C)NC(=O)NC(=O)COC(=O)Cc1c(F)cccc1Cl	-4	0.1	-6	0.0	2	7	0	-0.6	0.7
O=c1[nH]c(CSc2ncc(-c3ccc(F)cc3)n2Cc2ccco2)nc2ccccc12	41	-0.9	68*!	0.3	-3	2	-13	-0.8	-1.9
COCCCN=C1NN=C(c2cc(C)n(Cc3ccccc3Cl)c2C)CS1	-41	-1.0	-16	-0.4	-2	4	-14	-0.4	3.8
O=C(c1ccccc1O)N1N=C(c2ccccc2)CC1(O)C(F)(F)F (centres undefined)	45	-0.6	78*	-1.6	-5	2	0	1.8	-3.2
CCOC(=O)c1c(NC(C)=O)sc2c(O)cccc12	-8	-0.8	0	-2.3	1	4	-7	1.1	-0.3
Cc1ccc(N2C(=O)/C(=C\c3ccc(C(C)C)cc3)N=C2SC2CCOC2=O)cc1 (centres undefined)	-24	0.5	0	1.0	4	7	-6	0.1	0.5

Brought forward from above: 3 entries; new compounds follow.
smiles	Calpain2 inh	TRPML3 ag	EP2 mod	TRPN1 ag	Ba/F3 V617F tox	BaF3 tox	S1P4 antagonist	PERK inhibitor	S1P4 ag
O=C(c1ccccc1O)N1N=C(c2ccccc2)CC1(O)C(F)(F)F (centres undefined)	45	-0.6	78*	-1.6	-5	2	0	1.8	-3.2
CCOC(=O)c1c(NC(C)=O)sc2c(O)cccc12	-8	-0.8	0	-2.3	1	4	-7	1.1	-0.3
Cc1ccc(N2C(=O)/C(=C\c3ccc(C(C)C)cc3)N=C2SC2CCOC2=O)cc1 (centres undefined)	-24	0.5	0	1.0	4	7	-6	0.1	0.5
N#C/C(=C\c1ccc(OC(=O)c2cccs2)cc1)c1nc2ccccc2[nH]1	-29	0.4	-80	0.5	3	0	-17	-0.2	0.8
CC(OCCN(C)C)C(=O)C12CC3CC(CC(C3)C1)C2 (centres undefined)	-22	1.2	20	1.0	-4	-1	0	0.0	1.1
Cc1ccc(C(=O)N2CCN(Cc3ccc4c(c3)OCO4)CC2)cc1[N+](=O)[O-]	4	1.1	-8	2.2	-2	2	-13	0.0	1.2
O=C(CNc1cccc2ccccc12)N/N=C/c1ccccn1	2	-0.7	-26	-0.2	-1	4	-3	1.0	-0.1
COc1cccc(/C=C/C(=O)OCC(=O)c2c[nH]c3ccccc23)c1OC	-97	0.9	-52	1.3	0	2	-3	-0.8	0.6
Cc1ccc(C(=O)N/C(=C\c2cccs2)c2nc3ccccc3[nH]2)cc1	25	-0.1	13	-0.2	0	4	-14	-0.7	0.9
COc1ccccc1NC(=O)C1=C(C)Nc2nnnn2C1c1ccccc1OC (centres undefined)	-11	0.2	22	-0.7	-3	1	0	-0.8	0.7
c1coc(Cn2c(-c3ccco3)nc3ccccc32)c1	-42	0.4	9	-1.2	-5	1	-5	0.1	-0.8
Cn1nc(-c2ccc(Cl)cc2)c2cc(C(=O)NCCN3CCOCC3)sc21	-371	1.0	-14	1.5	6	12	5	-0.3	1.5
Cc1cc(C)nc(CCNC(=O)c2cc(COc3ccc(F)cc3F)on2)n1	-5	0.2	-2	-0.4	1	1	-14	-0.7	1.0
NC(=O)Cc1ccc(C(=O)c2ccc(F)cc2)s1	-27	0.4	14	-0.1	1	4	-10	0.7	2.4
COc1ccc(C)cc1NC(=O)c1cc2ccccc2cc1OCC(=O)NCc1ccco1	-372	0.5	30	4.3	3	3	-10	-2.0	1.8
COc1ccc(CCNc2c(N)n(Cc3ccccc3)c(=O)[nH]c2=O)cc1OC	-68	1.1	26	1.4	0	2	-18	0.2	-0.4
Cc1csc(NC(=S)Nc2cccc(Cl)c2)n1	25	1.1	-65	3.5	-2	4	-23	-0.2	2.3
COc1ccccc1C1CCCN1Cc1nc(-c2ccc(C)s2)oc1C (centres undefined)	-102	-0.6	-2	-0.3	-5	2	-13	-0.1	0.1

smiles	Calpain2 inh	TRPML3 ag	EP2 mod	TRPN1 ag	Ba/F3 V617F tox	BaF3 tox	S1P4 antagonist	PERK inhibitor	S1P4 ag
CC(C)(C)n1nc2c(c1NC(=O)c1ccc(S(=O)(=O)N3CCCC3)cc1)CS(=O)C2 (centres undefined)	-2	1.6	-5	0.3	-1	-1	7	2.1	-1.7
C=CCn1c(-c2cc(OC)c(OC)c(OC)c2)n[nH]c1=S	-59	0.2	13	0.5	0	1	-15	1.1	0.9
O=C(CCCN1C(=O)/C(=C/c2ccccc2Cl)SC1=S)NNC(=O)c1ccncc1	-46	2.5	-25	0.5	-1	-7	6	0.8	-0.7
CC1(C)Cc2cccc(OCC(=O)NCCOc3ccccc3)c2O1	5	-0.7	3	-1.0	3	5	6	1.4	-0.9
COc1cccc(OC)c1C(=O)Nc1nnc(-c2cccs2)s1	0	0.1	1	0.6	0	6	18	-1.0	-0.1
C=CCn1c(CCC(O)CCCCC)n[nH]c1=S (centres undefined)	1	0.3	7	-2.0	1	3	-10	0.6	0.3
CC(NC(=O)c1ccc(C(F)(F)F)cc1)C(c1ccccc1)N1CCOCC1 (centres undefined)	-4	-0.4	26	-2.7	-3	-1	-1	0.8	0.0
Cc1cccc(-c2ncc(CN3CCN(CCC(C)C)C(CCO)C3)cn2)c1 (centres undefined)	12	0.8	-25	2.0	-2	0	-24	1.5	1.6
CC1(C)CC2c3cccc(C(=O)O)c3C(=O)N2c2c1ccc1ccccc21 (centres undefined)	6	-0.8	27	0.7	5	7	-5	0.3	-0.4
Cc1ccc(C(=O)C(=O)c2ccc(C)c(N)c2)cc1N	11	0.0	-23	-1.1	2	-1	5	-0.8	-1.6
COc1ccc(Br)cc1CN(C)CC(=O)Nc1cc([N+](=O)[O-])ccc1OC	13	0.2	4	-0.6	-2	-3	-3	0.5	4.3
Clc1ncc(CSc2ccccc2)s1	2	0.4	38	0.9	2	5	-16	2.2	-0.3
COc1cc(-c2nnc3sc(C4CCCCC4)nn23)cc(OC)c1OC	-1	-2.2	25	-0.4	6	15	-20	-1.3	2.0
Brc1ccccc1OCCOc1cccc2cccnc12	12	0.0	-4	-1.4	1	6	-3	-0.2	0.1
Cn1c(O)c(C2=c3ccccc3=NC2=O)[nH]c1=S	22	0.1	-8	2.8	-3	0	-9	0.8	-2.7
O=C1c2cccc3cccc(c23)C(=O)N1Cc1cccnc1	-11	0.4	15	1.0	4	-4	0	-1.0	0.2

Entries of single compounds as entered above:
`Brc1ccccc1OCCOc1cccc2cccnc12` in the list: Calpain2 inh: 12; TRPML3 ag: 0.0; EP2 mod: -4; TRPN1 ag: -1.4; Ba/F3 V617F tox: 1; BaF3 tox: 6; S1P4 antagonist: -3; PERK inhibitor: -0.2; S1P4 ag: 0.1
`O=C1c2cccc3cccc(c23)C(=O)N1Cc1cccnc1` in the list: Calpain2 inh: -11; TRPML3 ag: 0.4; EP2 mod: 15; TRPN1 ag: 1.0; Ba/F3 V617F tox: 4; BaF3 tox: -4; S1P4 antagonist: 0; PERK inhibitor: -1.0; S1P4 ag: 0.2
